Pf growth 96h – Primary qHTS for delayed death inhibitors of the malarial parasite plastid, 96 hour incubation; P. falciparum luciferase reporter growth, 96 h; Potency, µM (series often up to 28.7 µM), for inactives: at the top dose activity change, negative = inhibition, usual class: inhibitors; 320,000 tested, 6.9% active; note: potency is the fitted concentration of half-maximal effect; % is set by controls: 0 for no effect and ±100 for the full control effect
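Compounds incubated with erythrocytes infected by luciferase-expressing P. falciparum (2% hematocrit, 0.05% parasitemia final) for 96 hours, 37 C in 5% CO2. Growth inhibition scored as decreased luciferase luminescence.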
Pf growth 48h – Primary qHTS for delayed death inhibitors of the malarial parasite plastid, 48 hour incubation; 310,000 tested, 5.9% active; Potency, µM (highest dose often 28.7 µM), for inactives: at the highest dose activity change, negative = inhibition, most hits filed as inhibitors; P. falciparum luciferase growth in erythrocytes, 48 h; note: potency is the fitted concentration of half-maximal effect; % is set by controls: 0 for no effect and ±100 for the full control effect
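Erythrocytes infected with P. falciparum carrying an integrated firefly luciferase reporter (2% hematocrit, 0.1% parasitemia final) were exposed to compounds in RPMI 1640 with 0.5% Albumax at 37 C, 5% CO2. Growth inhibition was scored as reduced luminescence.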
HCV inhibitor – qHTS Assay for Inhibitors of Hepatitis C Virus (HCV); Huh7.5.1 HCVcc-Cre infection, luciferase reporter, 44 h; Potency, µM (doses to about 41.8 µM), for the others: at the top dose activity change, negative = inhibition, hits mostly inhibitors; 340,000 tested, 3.4% active; AID 651820, 2012; note: potency is the fitted concentration of half-maximal effect; % is set by controls: 0 for no effect and ±100 for the full control effect
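Infectious HCV cell culture screen: compound-treated cells (1,000/well, pre-plated 4 h) are infected with HCVcc-Cre at roughly 0.5 moi and grown 44 h. Infection is quantified by luciferase signal after 15 min substrate incubation at room temperature.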
Cycloheximide cs – Cycloheximide Counterscreen for Small Molecule Inhibitors of Shiga Toxin. cell reporter, cycloheximide protein synthesis inhibition counterscreen. AID 2314, 2010. max response, %. 300,000 tested, 12% active; in the data active = max response mostly above about 13%, no sharp cut-off; inactive = mostly below about 14%; note: read at 38.3 µM for the half of the compounds with a filed dose; 0% is about no effect
Shiga inhibitor – A qHTS for Small Molecule Inhibitors of Shiga Toxin; Vero cells, Shiga toxin protein synthesis inhibition reporter; inhibition, % at 38.7 µM; AID 2315, 2010; 290,000 tested, 9.2% active; in the data active = inhibition mostly above about 28%, no sharp cut-off; inactive = mostly below about 43%; note: 0% is about no effect
Giardia FBPA inh – qHTS Assay for Inhibitors of Fructose-1,6-bisphosphate Aldolase from Giardia Lamblia | A8B2U2 | purified Giardia FBPA | Potency, µM (series often up to 59.6 µM), inactives show at the top dose activity, negative = inhibition, usual class: inhibitors | 290,000 tested, 0.71% active; note: potency is the fitted concentration of half-maximal effect; % is set by controls: 0 for no effect and ±100 for the full control effect; nearly all actives have a fitted effect of over 55% in size
Target sequence (A8B2U2 whole entry, looked up): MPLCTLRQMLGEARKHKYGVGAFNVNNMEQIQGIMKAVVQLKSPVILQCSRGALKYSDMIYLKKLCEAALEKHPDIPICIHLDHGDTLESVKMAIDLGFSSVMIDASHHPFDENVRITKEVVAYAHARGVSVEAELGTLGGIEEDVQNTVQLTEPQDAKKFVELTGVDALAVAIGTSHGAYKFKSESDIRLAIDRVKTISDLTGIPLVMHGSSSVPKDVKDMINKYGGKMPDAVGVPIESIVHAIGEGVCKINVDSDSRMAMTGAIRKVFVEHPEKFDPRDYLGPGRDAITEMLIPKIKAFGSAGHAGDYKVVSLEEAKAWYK
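Giardia FBPA (40 nM reagent) was preincubated 10 min at RT with compound (up to 57.5 uM final), then substrate plus GAPDH/TPI/NAD/arsenate coupling system with diaphorase/resazurin was added; resorufin fluorescence (525/598 nm) was read after 20 min.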
The depositor's hits bear a star; ? = inconclusive; / = no result given; + = active, no number; & = joins results of further samples; [ ] = remark or other dose. Unless noted, calls come from the whole dose curve; as a rule, active = well fitted curve in the direction sought with a large enough effect; inconclusive = small, poorly fitted or top-dose-only effect, or another doubt; inactive = no such curve, though single readings can be large; an effect the other way counts as inactive or inconclusive.

Under each structure: Pf growth 96h	Pf growth 48h	HCV inhibitor	Cycloheximide cs	Shiga inhibitor	Giardia FBPA inh
> CCn1c(SCC(=O)Nc2nc3ccc(OC)cc3s2)nc2c1c(=O)n(C)c(=O)n2C
 : 72%[activator]	-16%	4µM*	13	32	3%
> COc1ccccc1Oc1nc([N+](=O)[O-])nn1CC(N)=O
 : ?	-2%	-8%	-2	-15	-16%
> Cc1cc(-c2nnc(SCC(=O)Nc3ccccn3)o2)no1
 : 10%	89%[activator]	27%	0	-7	-4%
> CC(C)Cn1c(CNC(=O)c2ccccc2)nc2ccccc21
 : 53%[activator]	16%	0%	3	-5	6%
> CCn1cnc2sc(C(=O)Nc3ccc4c(c3)OCO4)c(C)c2c1=O
 : 74%[activator]	174%[activator]	?	38*	94*	-5%
> CSc1nsc(SCC(=O)Nc2ccc3c(c2)OCCO3)n1
 : /	191%[activator]	?	41*	94	-13%
> CC1CCN(C(=O)CCCN2C(=O)c3cccnc3Oc3ccc(Cl)cc32)CC1
 : 30%	?	?	9	-12	5%
> O=C(Nc1cc(C(F)(F)F)ccc1Cl)C1CCN(c2nnc(-n3cccc3)s2)CC1
 : 11%	8.3µM*	-21%&-23%	-3	3	11%
> O=c1c(Cl)c(NCCO)cnn1-c1cccc(Cl)c1
 : 62%[activator]	39%[activator]	-13%	23*	51*	1%
> Cc1cccc(NC(=O)CN2CCN(C(=O)C3CCN(C(=O)/C=C/c4ccccc4)CC3)CC2)c1C
 : 0%	17%	?	/	/	/
> CCc1c(C(=O)Nc2ccc(OC)cc2)[nH]c(C)c1C(C)=O
 : 113%[activator]	?	?	21*	29*	-7%
> OC1CCC(Nc2ncnc3sccc23)CC1 (stereo unspecified)
 : 2%	-13%	11%	-4	-8	7%
> CCCCCc1nnc(NC(=O)CN2C(=O)C3CCCCC3C2=O)s1 (stereo unspecified)
 : 0%	17%	15%	-2	-6	/
> COc1ccc(S(=O)(=O)N2CCN(c3ccccn3)CC2)c(OC)c1
 : 4.7µM*	16%	3%	2	-6	2%
> COc1ccc(S(=O)(=O)N2CCOC23CCN(S(=O)(=O)c2ccc(Cl)cc2)CC3)cc1
 : ?	12µM*	?	/	/	/
> CCOC(=O)c1c(C)[nH]c(C)c1C(=O)CSc1nc2ccccc2c(=O)n1-c1ccccc1C
 : ?	10µM*	?	-1	31	-5%
> COC(=O)[C@]1(S(=O)(=O)c2ccccc2)C[C@@H]2ON=C(c3ccc(OC)cc3)[C@@H]2C1
 : ?	?	-15%	13	14	-4%
> COc1cccc(OC)c1OCCCc1c(C)n[nH]c1C
 : 4%	?	6%	1	1	?
> NC1=NS(=O)(=O)NC1c1ccc(Br)cc1 (stereo unspecified)
 : 20%	0%	-1%	-5	-2	5%
> O=C(C[n+]1cnn(CC(=O)c2ccc(Cl)cc2Cl)c1)c1ccc([N+](=O)[O-])cc1
 : ?	3.7µM*	?	-3	-12	4%
> CCN=C1S/C(=C\c2ccc(-c3cccc(C(=O)O)c3)o2)C(=O)N1CC
 : -29%	/	21%	83*	+	7%
> O=C(C[n+]1ccccc1)N1c2ccccc2Sc2ccccc21
 : 4%	?	?	-2	9	-1%
> CCOc1ccc(S(=O)(=O)N2CCN(C)CC2)c(C)c1C
 : 12%	-12%	?	-1	-2	3%
> Cc1cc(C(F)(F)F)c(C#N)c(SCC(=O)Nc2nc3ccccc3s2)n1
 : 332%[activator]	227%[activator]	?	112*	163*	-2%
> O=C(CS(=O)(=O)c1c[nH]c2ccccc12)N1CCCCC1
 : ?	-2%	29%	0	-3	2%
> CC1=CCC(C(=O)O)(C(=O)N/N=C/c2cccs2)C(c2ccc(Cl)cc2)C1 (stereo unspecified)
 : /	-7%	5%	-2	-7	19%
> O=C(NCCC1CC1(Cl)Cl)c1ccc([N+](=O)[O-])cc1 (stereo unspecified)
 : 20%	/	22%	25*	44	14%
> CCOc1ccc(CCNC(=O)CCc2c(C)nc3ncnn3c2C)cc1OCC
 : 5.9µM*	?	-10%	12	-8	0%
> Cc1ccc(CSc2nnc(SCC(=O)N/N=C/c3c[nH]c4ccccc34)s2)cc1
 : 111%[activator]	246%[activator]	-9%	19*	42	?
> Cc1cc(S(=O)(=O)Nc2ccc(C(=O)N3CCN(C(=O)c4ccco4)CC3)cc2)ccc1F
 : ?	/	-25%	-1	20	8%
> Cc1ccc(C(=O)NCC(C)(C)N2CCOCC2)s1
 : -2%	/	21%	-3	-6	6%
> Cc1cc(Nc2ccccc2)n(C(=O)c2ccc(Cl)cc2)n1
 : ?	-15%	-3%	35*	72*	-3%
> CCOc1ccc(NC(=O)CSc2nncc(=O)n2N)cc1
 : ?	?	/	-1	5	-4%
> O=C(COc1ccc(Cl)cc1)NNC(=O)c1ccc2c(=O)n3c(nc2c1)CCC3
 : 4%	17%	1%	/	/	/
> CC(=O)c1cccc(S(=O)(=O)NC2CCSc3ccccc32)c1 (stereo unspecified)
 : -20%	?	15%	-1	3	7%
> COc1ccc(N2C(=O)C3CCCN3C2c2cccc(C)c2)cc1Cl (stereo unspecified)
 : ?	-4%	-2%	0	-7	-8%
> O=S(=O)(c1ccc(Cl)cc1)N1c2ccccc2Oc2nc3ccccc3nc21
 : ?	?	-2%	8	21	-6%
> COc1ccccc1NS(=O)(=O)c1cc(C(=O)NCc2ccncc2)ccc1C
 : ?	?	?	/	/	/
> CCSc1nnc(NC(=O)CC)s1
 : -34%	/	17%	-4	-8	0%
> Cc1cccc(NC(=O)NNC(=O)CCc2ccccc2)c1
 : ?	27%	21%	0	-4	10%
> CC(C)CC1CCCCC1OC(=O)C[N+]1(C)CCCCC1 (stereo unspecified)
 : -24%	?	8%	-7	2	-6%
> COc1ccc(-n2c(SCC(=O)Nc3nccs3)nc3c(c2=O)SC(C)C3)cc1 (stereo unspecified)
 : 1µM*	1.7µM*	1%	1	15	-11%
> N#Cc1ccc(CN2CCN(c3ccc(S(=O)(=O)N4CCCC4)cn3)CC2)cc1
 : ?	?	-7%	/	/	/
> Nc1nc(NCCc2ccccc2)nc(NCCO)c1[N+](=O)[O-]
 : ?	?	7%	0	18	3%
> COc1cccc(/C=N/Nc2c(Cl)cncc2Cl)c1O
 : -1%	71%[activator]	?	32*	84*	-9%
> Cc1ccc(C2Nc3cccc4cccc(c34)N2)s1
 : ?	?	6%	5	20	?
> Cc1ccc(SC2=C(Sc3ccc(C)cc3)C(=O)c3ccccc3C2=O)cc1
 : 0.74µM*	0.41µM*	?	28*	37*	?
> CCOc1ccc(CN(CCCl)CCCl)cc1C(=O)OC
 : 65%[activator]	22%	?	-4	-12	-25%
> COc1ccc(S(=O)(=O)n2ccc(-c3ccc4c(c3)CCC(C)(C)O4)n2)cc1
 : 9.3µM*	10µM*	-74%	3	19	-2%
> Cc1c(NC(=O)Nc2ccc(C(C)C)cc2)c(=O)n(-c2ccccc2)n1C
 : 5%	7%	10%	1	-6	/

Following part:
Under each structure: Pf growth 96h	Pf growth 48h	HCV inhibitor	Cycloheximide cs	Shiga inhibitor	Giardia FBPA inh
> Cc1ccc(C(=O)Nc2cccc(C(F)(F)F)c2)cc1NC(=O)c1ccno1
 : ?	?	?	-3	-1	6%
> COc1cccc(NC(=O)Nc2nnc(N3C(C)CCCC3C)s2)c1 (stereo unspecified)
 : ?	13µM*	2%	11	23	-2%
> COc1ccccc1[As](=O)(O)CC(O)COc1ccc(Cl)cc1Cl (stereo unspecified)
 : ?	?	/	-6	5	8%
> COCCN(CCOC)S(=O)(=O)c1ccc(C(=O)NCCCN2CCOCC2)cc1
 : -25%	-17%	-7%	11	-8	-8%
> CN1CCN(CCCNC(=O)Nc2cccc3ccccc23)CC1
 : 45%[activator]	41%[activator]	7%	-2	2	7%
> CCOC(=O)Cc1nnc(NC(=O)CSc2nc3ccccc3[nH]2)s1
 : 11%	1%	4%	3	4	-1%
> O=C(N1CCCC1)C12CC3CC(CC(Cl)(C3)C1)C2
 : -5%	?	17%	5	24	5%
> CC(C)CC1NC(=O)c2ccccc2-n2c1nc1ccc(F)cc1c2=O (stereo unspecified)
 : 70%[activator]	33%[activator]	14%	/	/	/
> C=CCn1c(=N)c(C#N)cc2c(=O)n3ccccc3nc21
 : -6%	-1%	-9%	-2	-4	-22%
> CCCn1nc(NC(=O)c2ccccn2)c2cc3cc(C)ccc3nc21
 : /	-11%	6%	18	13	-4%
> Cc1cccc2cc(CNCc3ccccc3)c(Cl)nc12
 : -5%	27%	0%	-4	-3	1%
> Cc1cccc(OCC(=O)Nc2ccc(N3CCN(C(=O)c4ccco4)CC3)cc2)c1C
 : ?	?	-22%	-2	21	2%
> COC(=O)c1c(Sc2ccccc2)c2ccccc2n1C
 : ?	4%	3%	-2	9	-13%
> CCS(=O)(=O)c1ccc2oc(SCC(=O)c3ccco3)nc2c1
 : ?	?	-6%	9	7	2%
> Cc1nc2ccc(-c3nc4ccc(N)cc4[nH]3)cc2[nH]1
 : 6%	?	-16%	-1	-6	-7%
> NNC(=O)C(Cc1ccccc1)NC(=O)OCc1ccccc1 (stereo unspecified)
 : 33%[activator]	-3%	1%	-1	-4	0%
> COC(=O)C1=C(c2cccc(OCc3ccccc3)c2)C[C@@H]2CC[C@H]1N2C(=O)NCc1cccc(C(F)(F)F)c1
 : ?	13µM*	?	/	/	/
> Cc1ccccc1C(=O)OCCN(C)Cc1ccccc1
 : 25%	21%	-2%	11	23	-6%
> COc1cc(CN2CCN(CCCc3ccccc3)C(CCO)C2)cc(OC)c1O (stereo unspecified)
 : -65%	-6%	-2%	-4	-6	?
> Cc1cccc(N(CC(=O)NCCSCc2ccccc2)S(C)(=O)=O)c1
 : 9%	-9%	10%	-2	-4	4%
> CN(c1cccc(NC(=O)COc2ccc(Cl)cc2Cl)c1)S(C)(=O)=O
 : 108%[activator]	152%[activator]	-29%	19*	54*	-4%
> Cc1nnc(NC(=O)c2ccc(-c3ccc([N+](=O)[O-])cc3)o2)s1
 : 18%	5%	3%	1	-6	5%
> Cc1cccc(NC(=O)CSc2cc(C)c(C#N)c3nc4ccccc4n23)c1
 : 32%[activator]	?	3%	-2	3	-6%
> CNNC(=S)NC1CC2CC1C1C=CCC21 (stereo unspecified)
 : ?	107%[activator]	17%	9	10	-23%
> COC(=O)CSc1nn(-c2ccc(F)cc2)c(=S)s1
 : 12%	0%	4%	-3	-9	7%
> CCn1c(=O)c(C(=O)CN2CCOCC2)c(N)n(Cc2ccccc2)c1=O
 : 0%	/	14%	-3	-16	1%

Exported as tab-separated lines: part of the list above
smiles	Pf growth 96h	Pf growth 48h	HCV inhibitor	Cycloheximide cs	Shiga inhibitor	Giardia FBPA inh
Cc1nnc(NC(=O)c2ccc(-c3ccc([N+](=O)[O-])cc3)o2)s1	18%	5%	3%	1	-6	5%
Cc1cccc(NC(=O)CSc2cc(C)c(C#N)c3nc4ccccc4n23)c1	32%[activator]	?	3%	-2	3	-6%

Screening results: PubChem, National Center for Advancing Translational Sciences (NCATS)
